# Assay outcomes from PubChem.
# ANO1 block – mouse TMEM16A channel inhibition, primary screen. HEK293 TMEM16A/YFP iodide influx fluorescence, ionomycin. normalized B-score (activity score, 25-100; higher = stronger inhibition) at 10 µM. 310,000 compounds, 1.2% hits. AID 588511;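 active = ratio plate-corrected score three or more library SD toward inhibition, starting fluorescence score within five deviations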;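 note: score derived from kinetic fluorescence span divided by baseline fluorescence per well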
# RGS4 act – potentiators or activators of RGS4 | 310,000 compounds, 0.92% hits | B-score at 10 µM | HEK293 M3R/inducible RGS4, carbachol calcium flux Fluo4; stronger effect = lower value | AID 463111;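 active = B-score of the integrated calcium signal more than 4 SD below the library mean, with starting fluorescence not abnormally high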;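 note: negative B-score means reduced calcium response which marks RGS4 activation or potentiation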
#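 Material: M3R-expressing HEK293 line, RGS4 induced by doxycycline | Schedule: Overnight RGS4 induction, 30 min dye load 37 °C, 20 min compound RT | Measured by: Fluo4 fluorescence kinetic imaging of calcium | Read-out: Integrated calcium ratio converted to B score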
# KCNQ1 pot – human KCNQ1 channel potentiation or activation | P51787 | CHO-K1 KCNQ1, thallium flux FluxOR fluorescence; stronger effect = higher value | B-score at 10 µM | 310,000 compounds, 0.35% hits;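 active = fluorescence ratio B-score, a plate-corrected score, at least three library SD, with initial intensity B-score within 5 SD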
# Target sequence (P51787 whole entry, looked up): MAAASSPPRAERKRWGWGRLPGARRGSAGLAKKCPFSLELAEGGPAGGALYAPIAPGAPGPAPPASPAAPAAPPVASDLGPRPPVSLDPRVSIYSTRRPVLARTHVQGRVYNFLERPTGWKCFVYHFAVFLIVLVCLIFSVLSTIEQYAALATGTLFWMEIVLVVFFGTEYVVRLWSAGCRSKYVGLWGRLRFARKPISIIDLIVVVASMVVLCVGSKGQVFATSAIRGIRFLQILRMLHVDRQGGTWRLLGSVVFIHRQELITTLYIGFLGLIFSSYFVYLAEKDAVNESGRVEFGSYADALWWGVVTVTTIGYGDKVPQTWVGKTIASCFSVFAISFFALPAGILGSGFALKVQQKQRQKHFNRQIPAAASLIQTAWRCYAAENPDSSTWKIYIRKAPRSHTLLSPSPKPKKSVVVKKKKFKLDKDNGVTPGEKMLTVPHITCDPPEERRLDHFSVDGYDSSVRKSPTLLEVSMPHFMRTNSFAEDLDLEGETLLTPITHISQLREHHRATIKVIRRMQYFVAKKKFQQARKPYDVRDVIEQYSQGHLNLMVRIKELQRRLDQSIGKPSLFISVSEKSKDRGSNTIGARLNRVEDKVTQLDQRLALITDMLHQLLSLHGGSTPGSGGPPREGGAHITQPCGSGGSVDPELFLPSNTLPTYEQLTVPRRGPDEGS
#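 Assay system: stable KCNQ1 CHO-K1 line; medium: assay buffer, equal DMSO in all wells; timing: 90 min dye loading and 20 min compound exposure, both at room temperature; technique: kinetic FluxOR thallium fluorescence, 10-s 1-Hz baseline, 110-s post-stimulus read; read-out basis: B score of baseline-normalized fluorescence ratio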
# RGS4 block – human RGS4 inhibition | P49798 | HEK293 M3R/RGS4 inducible, Fluo-4 calcium flux; stronger effect = higher value; triggered by carbachol at its EC20 | B-score at 10 µM | 310,000 compounds, 0.45% hits | AID 463165;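 active = B-score, a plate-corrected calcium signal, over three deviations above library mean, with baseline fluorescence within five deviations of library mean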;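 note: RGS4 expression induced by doxycycline in cells with stable M3 receptor; B-score is computed from the integrated fluorescence ratio over baseline after carbachol; higher B-score means a larger calcium signal and so more RGS4 inhibition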
# hERG rescue – shields human hERG channel from block by proarrhythmic agents | Q12809 | CHO-hERG, FluxOR thallium flux, dofetilide IC70 present | activation (rescue from dofetilide block), less the hit threshold, % at 10 µM | 310,000 compounds, 0.51% hits;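 active = activation above the mean of controls blocked by dofetilide plus 5 SD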;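 note: thallium influx through hERG after potassium depolarization seen as dye fluorescence rise; in these data hits start at about 4.7%; inactives centre near -7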
# MrgX1 ag – agonists of human MrgX1 receptor | Q96LB2 | MrgX1-HEK293 cells, Fluo-4 calcium fluorescence, agonist mode; stronger effect = higher value | B-score at 10 µM | 310,000 compounds, 0.44% hits | AID 588627;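 active = calcium response B-score plate-corrected fluorescence ratio at least 3 library SD, with starting fluorescence B-score inside 5 SD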
#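 Test system: HEK293 cells stably expressing human MrgX1 receptor; Input: fifteen thousand cells per well; Dosing: compound delivered in addition one of three; Schedule: overnight seeding, then 1 h dark dye loading; Technique: Fluo-4 NW calcium fluorescence; Measure: B-scored fluorescence response ratio; Controls: positive and negative controls per plate.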
# KCNK9 inh – human KCNK9 channel inhibition; Q9NPC2; HEK293 KCNK9, FluxOR thallium flux fluorescence; stronger effect = lower value; B-score at 10 µM; 310,000 compounds, 1.2% hits; AID 488922;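 active = ratio B-score over 3 SD below the library mean, with starting fluorescence within 5 SD of its mean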;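 note: negative B-score means less thallium flux so channel inhibition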
# KCNK3 inh – human KCNK3 channel inhibition, primary screen; 340,000 compounds, 0.84% hits; B-score at 10 µM; AID 602410; CHO-KCNK3 thallium flux, FluxOR fluorescence; stronger effect = lower value;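 active = B-score under library mean minus 4 SD, starting fluorescence ratio at most library mean plus 5 SD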;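 note: more negative B-score means stronger inhibition of thallium flux through KCNK3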
# Target sequence (O14649 whole entry, looked up): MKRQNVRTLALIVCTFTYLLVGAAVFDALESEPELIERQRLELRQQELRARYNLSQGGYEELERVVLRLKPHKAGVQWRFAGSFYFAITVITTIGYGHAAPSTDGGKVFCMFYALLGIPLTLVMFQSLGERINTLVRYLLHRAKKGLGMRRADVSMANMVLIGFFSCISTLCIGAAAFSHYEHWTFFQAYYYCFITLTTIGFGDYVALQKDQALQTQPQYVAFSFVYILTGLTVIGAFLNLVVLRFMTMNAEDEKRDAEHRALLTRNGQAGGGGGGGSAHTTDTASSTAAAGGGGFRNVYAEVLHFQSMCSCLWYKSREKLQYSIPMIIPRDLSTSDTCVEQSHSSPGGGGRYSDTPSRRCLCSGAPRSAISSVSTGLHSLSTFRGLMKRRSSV
# TMEM16A act – activators or potentiators of mouse TMEM16A chloride channel; B-score at 10 µM; 340,000 compounds, 0.3% hits; Q8BHY3; AID 623877; HEK293 TMEM16A/YFP-H148Q/I152L, iodide quench fluorescence; stronger effect = lower value;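 active = fluorescence-ratio B-score plate-corrected deviation score at least 3 library SD below zero, with starting fluorescence score within 5 deviations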;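 note: channel opened by trigger with iodide after compound preincubation; score built on the fluorescence ratio of max minus min over baseline; more negative score means more quench and so TMEM16A activation or potentiation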
# MrgX1 PAM – allosterically activates human MrgX1 receptor signaling | Q96LB2 | MrgX1-HEK293, Fluo-4 calcium flux, FDSS; stronger effect = higher value | B-score at 10 µM | 310,000 compounds, 0.63% hits;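 active = plate-corrected calcium response at least 3 library SD above typical, normal starting fluorescence, not activating the receptor alone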;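 note: compound read alongside a low EC10 to EC30 dose of BAM8-22 agonist; peak minus trough fluorescence over baseline measured at the second addition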
# KCNQ1 inh – human KCNQ1 channel inhibition; CHO-K1 KCNQ1, FluxOR thallium flux fluorescence; stronger effect = higher value; B-score at 10 µM; 310,000 compounds, 1.3% hits; P51787; AID 2642;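 active = compounds whose thallium flux B-score, printed positive for inhibition, exceeds three library SD while starting fluorescence stays within three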;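 note: channel opened by potassium depolarization with thallium stimulus after 20 min compound exposure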
# * = called active by the depositor; i = inactive; · = no result given.
canonical_smiles,ANO1 block,RGS4 act,KCNQ1 pot,RGS4 block,hERG rescue,MrgX1 ag,KCNK9 inh,KCNK3 inh,TMEM16A act,MrgX1 PAM,KCNQ1 inh
Cn1ncc2c(NCc3cccc(C(F)(F)F)c3)c(C(=O)O)cnc21,i,i,i,i,-1,i,i,·,·,i,i
Cc1ccccc1OCC(O)Cn1c(N2CCCCC2)nc2c1c(=O)[nH]c(=O)n2C (centres undefined),i,i,i,i,-7,i,i,i,i,i,i
Cc1ccc(S(=O)(=O)N2CCCCC2C(=O)O)cc1 (centres undefined),i,i,i,i,-9,i,i,i,i,i,i
COc1ccc(/C=N\Nc2ncc(F)c(N3CCOCC3)n2)cc1OC,i,i,i,i,-18,i,i,i,i,i,i
CC(C)(C)c1cc(S(=O)(=O)CCc2ccccn2)cc(C(C)(C)C)c1F,i,i,i,i,-2,i,i,i,i,i,i
CC(=O)c1ccc(OCc2cc(C(=O)N3CC[C@@H]4CCCC[C@H]4C3)no2)cc1,i,i,i,i,-8,i,i,i,i,i,i
CC(C)(C)c1ccc(C(=O)NCc2nnc(SCC(=O)NCc3ccco3)o2)cc1,i,i,i,i,-8,i,i,i,i,i,i
CCn1nc(C)c(CCC(=O)O)c1C,i,i,i,i,-4,i,i,i,i,10*,i
N#Cc1c(-c2ccc(Cl)cc2)c(C#N)c(=O)n(N)c1N,i,i,i,i,-3,i,i,i,i,i,i
Nc1ccccc1C(=O)N=Nc1[nH]c(N)c2ccccc12,i,i,i,i,-7,i,i,i,i,i,i
O=C(COC(=O)Cc1cn2ccsc2n1)NC12CC3CC(CC(C3)C1)C2,i,i,i,i,-11,i,i,i,i,i,i
CC(=O)Nc1cccc(OCc2ccc(S(=O)(=O)Cc3ccccc3)cc2)c1,i,i,i,i,-7,i,i,i,i,i,i
Fc1ccc(Cc2nnc(-c3cccs3)o2)cc1,i,i,i,i,-6,i,i,i,i,i,i
O=C(Nc1ccccc1[N+](=O)[O-])c1cccc(N2C(=O)CCC2=O)c1,i,i,i,i,-3,i,i,i,i,i,i
O=C(O)c1c(C(=O)O)c(-c2ccc(Cl)c(Cl)c2)n2c1CSC2,i,i,i,i,-3,i,i,i,·,i,i
O=C(NC(=S)Nc1ccc(S(=O)(=O)Nc2nccs2)cc1)c1ccc(Br)o1,i,i,i,i,-15,i,i,i,i,i,i
O=C(CCC1CCCCC1)NCc1ccncc1,i,i,i,i,-8,i,i,i,i,i,i
CN(C)S(=O)(=O)c1ccc(Cl)c(NC(=O)CN2CCNC(=O)C2)c1,i,i,i,i,-4,i,i,i,i,i,i
COc1ccccc1C(=O)NC(=S)Nc1ccc(Cc2ccncc2)cc1,i,i,i,i,-9,i,i,i,i,i,i
Cc1cc(C)cc(N(C(=O)CNC(=O)c2ccco2)C(C(=O)NC2CCCCC2)c2ccncc2)c1 (centres undefined),i,i,i,i,-6,i,i,i,i,i,i
O=C(NCc1ccco1)c1cc2n(n1)C(C(F)(F)F)CC(c1ccc(Cl)c(Cl)c1)N2 (centres undefined),i,i,i,i,-4,i,i,i,i,i,i
CCOC(=O)Cc1nnc(Nc2ccc(C(=O)NC)cc2)c2ccccc12,i,i,i,i,-2,i,i,i,i,i,i
O=C(OCc1nc2ccsc2c(=O)[nH]1)c1ccco1,i,i,i,i,-16,i,i,i,i,i,i
CCN(CC)C(=O)CSc1nc2ccccc2c(=O)n1-c1cccc(OC)c1,i,i,i,i,-12,i,i,i,i,i,i
Cc1nc(C(=O)Nc2ccccc2Cl)cc2c1[nH]c1ccccc12,i,i,i,i,-10,i,i,i,i,i,i
CCS(=O)(=O)Nc1ccc(NC(C)=O)cc1,i,i,i,i,-7,i,i,i,i,i,i
O=[N+]([O-])c1ccccc1CNCCCCCO,i,·,·,·,·,i,·,i,i,i,·
C/C(CC(=O)Nc1ccccn1)=N\NC(=O)c1cnccn1,i,i,i,i,-6,i,i,i,i,i,i
Cn1c(-c2ccc(Cl)cc2)cnc1NCc1cc2c(cc1[N+](=O)[O-])OCO2,i,i,i,i,-20,i,i,i,i,i,i
O=C(O)c1ccc(N2C(=O)CC(N3CCN(c4cccc(C(F)(F)F)c4)CC3)C2=O)cc1 (centres undefined),i,i,i,i,-1,i,i,i,i,i,i
COc1ccc(CC(=O)OCC(=O)Nc2ccc3c(c2)OCCO3)cc1OC,i,i,i,i,-4,i,i,i,i,i,i
CCOC(=O)c1c(N)n[nH]c1-c1ccccc1,i,i,i,i,2,i,i,i,i,i,i
COc1cc(C(=O)NC2CCCc3ccccc32)cc(OC)c1C (centres undefined),i,i,i,i,-4,i,i,i,i,i,i
Cc1ccc(/C=N/N2CCN(C3c4ccccc4-c4ccccc43)CC2)o1,i,i,i,i,-6,i,i,i,i,i,i
COc1cc(C(=S)N2CCCC2)ccc1OCc1ccccc1,i,i,i,i,-2,i,i,i,i,i,i
COc1cc2c(cc1OC)C(C)N(C(=O)c1cc(Cl)nc(Cl)c1)CC2 (centres undefined),i,i,i,i,0,i,i,i,i,i,i
CCOC(=O)C(C)(C)Sc1nc2c(cnn2-c2ccc(C)cc2)c(=O)[nH]1,i,i,i,i,-8,i,i,i,i,i,i
CC(=O)N1c2ccc(S(=O)(=O)NCc3ccccc3Cl)cc2CC1C (centres undefined),i,i,i,i,-7,i,i,i,i,i,i
S=C(NCCN(C1CCCCC1)C1CCCC1)Nc1cccc(Cl)c1,i,-7.9*,i,i,-13,i,i,i,i,i,6*
C=CCOC(=O)C1=C(C)Nc2[nH]c(=O)[nH]c(=O)c2C1c1ccccc1 (centres undefined),i,i,i,i,-3,i,i,i,i,i,i
Cc1[nH]c(C)c2c(=O)n(-c3ccccc3)ncc12,i,i,i,i,-4,i,i,i,i,i,i
C=CCN(CC=C)CCOc1ccc2ccccc2c1,i,i,i,i,-13,i,i,i,i,i,i
O=C1CS/C(=C/C(=O)c2ccccc2)N1,i,i,i,i,-11,i,i,i,i,i,i
Cc1cc(NC(=O)CSc2nc(-c3ccccc3)c(C#N)c(=O)[nH]2)no1,i,i,i,i,-8,i,i,i,i,i,i
Cc1cc(C)nc(N/N=C/c2ccccc2OCc2ccc(Br)cc2)n1,i,i,i,i,-5,i,i,i,i,i,i
Cc1ccc2nc3c(cc2c1)c(NS(=O)(=O)c1ccccc1)nn3CC(C)C,i,i,i,i,-1,i,i,i,i,i,i
Cc1nccn1CCC(=O)O,i,i,i,i,-9,i,i,i,i,i,i
O=[N+]([O-])/C(C(Cl)=C(Cl)Cl)=C(/Sc1ccccc1)N1CCCCC1,i,i,i,i,4,i,i,i,i,i,i
Cc1cc(C(=O)OCC(=O)N2CCN(C(=O)c3ccco3)CC2)c(C)n1-c1ccc(F)cc1,i,i,i,i,2,i,i,i,i,i,i
O=C(Cn1nc(-c2ccccc2)c2ccccc2c1=O)Nc1ccccn1,i,i,i,i,-6,i,i,i,i,i,i

# Following part.
canonical_smiles,ANO1 block,RGS4 act,KCNQ1 pot,RGS4 block,hERG rescue,MrgX1 ag,KCNK9 inh,KCNK3 inh,TMEM16A act,MrgX1 PAM,KCNQ1 inh
Cc1cc(C)nc(N2CCCC(C(=O)Nc3ccc4c(c3)OCO4)C2)n1 (centres undefined),i,i,i,i,-7,i,i,i,i,i,i
Cc1ccc(CNS(=O)(=O)c2c(C(=O)N3CCCCC3)c(C)n(C)c2C)cc1,i,i,i,i,-6,i,i,i,i,i,i
CC(C)CCn1c(N2CCC(C(N)=O)CC2)nc2c1c(=O)[nH]c(=O)n2C,i,i,i,i,-6,i,i,i,i,i,i
Cc1cccc2nc(CSC(=N)N)c(Br)n12,i,i,i,i,-4,i,i,i,i,i,i
CCNCCNC(=O)c1c(O)c2cccc3c2n(c1=O)CCC3,i,i,i,i,0,i,i,i,i,i,i
COCCn1c(SCC(=O)c2[nH]c(C)c(C(C)=O)c2C)nc2ccccc21,i,i,i,i,-7,i,i,i,i,i,i
COCCNC(=O)c1onc(CSc2cccc(OC)c2)c1C(=O)NCCOC,i,i,i,i,-1,i,i,i,i,i,i
Cn1c(-c2ccc(Cl)nc2)nc2ccccc21,i,i,i,i,-1,i,i,i,i,i,i
CC1(C)CC(=O)C=C(NCc2cccs2)C1,i,i,i,i,-9,i,i,i,i,i,i
CCCOC(=O)c1ccc(-n2nnnc2SCC(=O)N2CCCCC2)cc1,i,i,i,i,-11,i,i,i,i,i,i
COc1ccc(OCC(=O)Nc2ccccc2OC(F)F)cc1,i,i,i,i,-7,i,i,i,i,i,i
CCCS(=O)(=O)N1CCCC(C(=O)NCCc2ccccc2)C1 (centres undefined),i,i,i,i,-4,i,i,i,i,i,i
COc1ccc(NC(=O)c2ccc(CN3CCc4ccccc4C3)cc2)c(OC)c1,i,i,i,i,-8,i,i,i,i,i,i
O=C(O)CCc1ccc(-c2ccc(F)cc2)n1Cc1ccco1,i,i,i,i,-3,i,i,i,i,i,i
CC1=C(C(=O)OC2CCCC2)C(c2coc3ccc(C)cc3c2=O)C2=C(CCCC2=O)N1 (centres undefined),i,i,i,i,1,i,i,i,i,i,i
CCOC(=O)N1CCC(NC(=O)C2CCN(c3ccc(N4CCOCC4)nn3)CC2)CC1,i,i,i,i,-12,i,i,i,i,i,i
CC(C)(C)C1CCC(C(=O)Nc2cccnc2)CC1 (centres undefined),i,i,i,i,-6,i,i,i,i,i,i
CCN(CC)S(=O)(=O)c1c(Br)cc(C)cc1Br,i,i,i,i,-12,i,i,i,i,i,i
COc1ccc(C(=O)NC(=S)Nc2ccc(Cl)cn2)cc1OC,i,i,i,i,-10,i,i,i,i,i,i
CCCCOC(=O)c1ccc(Nc2ccc([N+](=O)[O-])cn2)cc1,i,i,i,i,-5,i,i,i,i,i,i
